# All columns: NCI-60 one-dose screen, growth in % after 48 h at 10 µM unless noted; 100 = growth as untreated, 0 = no growth, -100 = all killed.
# K-562 = K-562 leukemia. hit rate 7.4% among 78,000. AID 1794777
# MDA-MB-231 = MDA-MB-231 breast cancer; hit rate 5% among 81,000; AID 1794789
# T-47D = T-47D breast cancer; hit rate 5% among 79,000
# HS 578T = HS 578T breast cancer; hit rate 4.1% among 78,000
# MCF7 = MCF7 breast cancer | AID 1794796 | hit rate 6.3% among 82,000
# SR = SR leukemia cells; hit rate 8.7% among 73,000; AID 1794780
# MDA-MB-468 = MDA-MB-468 breast cancer; hit rate 8.5% among 78,000; AID 2202374
# BT-549 = BT-549 breast cancer; AID 1794793; hit rate 4.4% among 78,000
# An asterisk follows results filed as active; nt = not tested or not shown; & = joins results of further samples. The calls were made as follows: active = growth percent below 10; inactive = the rest.
no.	Molecule	K-562	MDA-MB-231	T-47D	HS 578T	MCF7	SR	MDA-MB-468	BT-549
1	COc1ccc(/C=N/OCCC(=O)N2CC(C)OC(C)C2)cc1OC1CCCC1 (configuration not stated)	113.9	102.4	nt	102.1	94.7	94.0	102.0	84.9
2	CC(=O)N1N=C(N)SC1c1ccc(Cl)c(Cl)c1 (configuration not stated)	104.2	100.5	95.2	102.8	94.8	102.9	97.2	98.8
3	CCN(CC)c1nc(N(CC)CC)c2[nH]cnc2n1	84.7	101.1	88.9	83.6	91.5	102.9	121.3	117.0
4	COc1ccc(Sc2ccc3[nH]c(=O)nc(N)c3c2)cc1	100.0	91.5	94.3	105.6	100.2	87.1	92.7	98.9
5	CC(N)c1nnc2n(Cc3ccccc3)c(=O)c3c4c(sc3n12)CCCC4 (configuration not stated)	85.6	93.5	115.7	110.4	104.7	91.2	nt	111.7
6	CCOC(=O)c1ccc(S(=O)(=O)N(CC)CC)cc1	92.4	111.7	111.9	111.0	102.3	98.7	107.8	89.1
7	CCOC(=O)c1ccc2c(c1)ncn2-c1ccc(NS(C)(=O)=O)cc1	103.6	113.6	100.4	100.3	97.5	111.0	104.6	105.8
8	Nc1ccn(C2OC(CO)C(O)C2O)c(=O)n1 (configuration not stated)	nt	113.4&109.6&95.5&93.4	101.4&100.8&58.3&55.5	nt	nt	14.8	117.6&106.2&76.0	nt
9	Cc1ccc(/C=C2\N=C(c3ccccc3)NNC2=O)cc1	103.0	90.2	103.3	112.4	101.6	95.8	115.8	110.1
10	CCOC(=O)C1=C(N)N(c2ccccc2)C2=C(C(=O)CC(C)(C)C2)C1c1ccccc1Br (configuration not stated)	79.7	102.5	69.8	94.2	72.3	85.8	70.1	95.4
11	CS(=O)(=O)Nc1cc(-c2ccc3ncc(C#N)c(Nc4cccc(Cl)c4F)c3c2)cnc1Cl	21.8	-8.6*	-8.5*	-26.6*	4.0*	1.4*	-45.3*	-4.2*
12	C=C1C(=O)O[C@H]2[C@H]1CC/C(Cn1cc(Cn3ccc4cc(Cl)ccc43)nn1)=C\CC[C@@]1(C)O[C@@H]21	-29.2*	-51.8*	-47.6*	52.1	-77.5*	-27.0*	nt	22.8
13	CCCN(CCC)CC(C)(C)C=O	98.2	107.6	76.2	101.3	105.9	105.3	93.4	105.9
14	CC(C)Cc1csc(=S)[nH]1	105.2	107.4	93.2	105.7	95.7	99.2	111.4	102.3
15	COc1ccc(/C=C/C(=O)NC(CO)(CO)CO)cc1	99.8	98.2	92.4	93.3	93.7	83.5	99.1	106.9
16	CC(=O)OCc1ccc(Cl)cc1Cl	nt	108.3	97.8	113.3	87.6	nt	105.4	96.4
17	NS(=O)(=O)c1ccc(Cn2c(SCC(=O)Nc3ccccc3)nc3ccccc3c2=O)cc1	96.5	99.9	100.8	95.1	91.1	95.7	98.5	109.0
18	N#C/C(=C\c1ccc(-c2ccccc2Cl)o1)c1nc(-c2ccc(F)cc2)cs1	101.0	89.7	92.5	102.2	79.8	98.8	122.9	102.1
19	C#CCOc1ccc(/C=N/Nc2nc(-c3ccc(C)cc3)cs2)cc1	75.3	99.9	79.3	120.6	88.4	82.1	79.8	nt
20	COc1cc2oc(-c3cccc(C(=O)Nc4ccccc4)c3)cc(=O)c2c(OC)c1OC	70.4	57.0	66.7	92.0	92.5	64.1	90.0	75.8

# Compound profiles, from the list above:
# N#C/C(=C\c1ccc(-c2ccccc2Cl)o1)c1nc(-c2ccc(F)cc2)cs1 in the list: K-562: 101.0; MDA-MB-231: 89.7; T-47D: 92.5; HS 578T: 102.2; MCF7: 79.8; SR: 98.8; MDA-MB-468: 122.9; BT-549: 102.1
# CC(C)Cc1csc(=S)[nH]1 in the list: K-562: 105.2; MDA-MB-231: 107.4; T-47D: 93.2; HS 578T: 105.7; MCF7: 95.7; SR: 99.2; MDA-MB-468: 111.4; BT-549: 102.3

# Next entries follow.
no.	Molecule	K-562	MDA-MB-231	T-47D	HS 578T	MCF7	SR	MDA-MB-468	BT-549
21	c1cn2c(ccc3nc(-c4cn[nH]c4)c4c(c32)CCCC4)n1	85.6	77.1	45.4	31.5	60.9	nt	42.0	53.1
22	NC(Cc1ccc(O)cc1)C(=O)NNc1n[nH]c(=S)n1N (configuration not stated)	110.2	98.9	105.5	94.4	103.0	110.3	106.8	88.3
23	COc1ccc(OC(C)=O)cc1	97.5	108.2	93.6	105.3	114.9	91.8	114.4	107.6
24	COc1cc(C2(C)SCCCS2)cc(OC)c1OC	104.7	103.1	88.0	101.8	94.5	nt	91.3	100.0
25	C=Cc1cc2oc3ccccc3c(=O)c2c(O)c1-c1cc(OC)c2cc(CCC)n(C)c(=O)c2c1O	90.7	82.1	75.7	97.9	71.8	102.6	67.6	98.5
26	CC(CCCCCCCCC(=O)O)c1ccccc1 (configuration not stated)	97.2	112.0	98.0	102.8	101.7	92.6	106.0	99.1
27	Cc1c(C(N)=O)sc2c1C(=O)N(Cc1ccccc1)C1=NN=C(c3ccc(Cl)cc3)CN12	nt	37.3	63.4	78.2	37.8	nt	60.1	58.2
28	CN(C)c1ccc(C2C(C/C(N)=N\O)=C(N)Oc3ccc4ccccc4c32)cc1 (configuration not stated)	99.8	72.2	71.9	87.0	59.0	82.4	68.6	80.8
29	O=S(=O)(O)CCN1CCN(CCO)CC1	92.4	109.6	102.3	113.0	97.8	85.6	114.2	95.8
30	Cc1ccccc1N(C=O)c1ccccc1C	100.5	115.4	105.7	nt	98.0	nt	107.9	119.2
31	Cc1c(C2(c3cc(Br)c(O)c(Br)c3C)OS(=O)(=O)c3ccccc32)cc(Br)c(O)c1Br	90.9	109.8	112.4	94.0	101.5	84.9	109.3	nt
32	Cc1ccc(C(=O)N/N=C/c2ccc(F)cc2)cn1	118.5	99.3	104.9	106.3	101.5	128.7	100.8	85.5
33	CCc1cc(O)ccc1Nc1cc(-c2ccc(-n3cccn3)cc2)[nH]n1	18.9	92.9	35.7	105.3	34.3	68.9	58.8	85.7
34	COc1ccccc1/C=C1\N=C(c2ccccc2)OC1=O	87.8	117.8	103.0	nt	100.0	85.7	103.9	106.5
35	CN1CCN(c2ccc(NCc3cn(-c4ccc(C(F)(F)F)cc4)nc3-c3ccc(C(=O)O)cc3)cc2C(F)(F)F)CC1	66.6	91.9	88.8	99.3	87.8	76.7	107.7	91.2
36	CN1C(Cl)=NS(=O)(=O)c2ccccc21	101.0	nt	nt	98.7	93.9	nt	99.7	105.7
37	C[C@@H]1CC[C@]2(C)[C@H](CC[C@@H]3O[C@@]32C)[C@@]1(C=O)CCc1ccoc1	116.0	97.1	nt	97.1	91.4	89.4	100.0	107.2
38	Cc1ccc(S(=O)(=O)Nc2ccsc2-c2nc(-c3ccccc3)no2)cc1	27.9	94.7	nt	79.8	87.7	nt	98.2	81.1
39	N=C(N)NCCC[C@H](NC(=O)[C@@H](CCCNC(=N)N)NC(=O)[C@H](CCCNC(=N)N)NC(=O)c1ccc(-c2ccc(NC(=O)CCNC(=O)[C@H](CCCNC(=N)N)NC(=O)[C@@H](CCCNC(=N)N)NC(=O)[C@H](CCCNC(=N)N)NC(=O)c3ccc(-c4ccc(NC(=O)CCNC(=O)[C@H](CCCNC(=N)N)NC(=O)[C@@H](CCCNC(=N)N)NC(=O)[C@H](CCCNC(=N)N)NC(=O)c5ccc(-c6ccc(NC(=O)CCN)cn6)nc5)cn4)nc3)cn2)nc1)C(=O)O	95.1	76.1	nt	110.2	99.3	nt	102.3	96.3
40	O=c1[nH]cnc2nn(C3OC(CO)C(O)C3O)nc12 (configuration not stated)	101.9&94.3	102.2&106.9	94.5&100.3	113.6&103.2	98.1&95.3	116.3	103.1&101.4	108.4&98.4

# Four structures already listed, ordered by count of non-hydrogen atoms, rising:
no.	Molecule	K-562	MDA-MB-231	T-47D	HS 578T	MCF7	SR	MDA-MB-468	BT-549
32	Cc1ccc(C(=O)N/N=C/c2ccc(F)cc2)cn1	118.5	99.3	104.9	106.3	101.5	128.7	100.8	85.5
34	COc1ccccc1/C=C1\N=C(c2ccccc2)OC1=O	87.8	117.8	103.0	nt	100.0	85.7	103.9	106.5
37	C[C@@H]1CC[C@]2(C)[C@H](CC[C@@H]3O[C@@]32C)[C@@]1(C=O)CCc1ccoc1	116.0	97.1	nt	97.1	91.4	89.4	100.0	107.2
38	Cc1ccc(S(=O)(=O)Nc2ccsc2-c2nc(-c3ccccc3)no2)cc1	27.9	94.7	nt	79.8	87.7	nt	98.2	81.1

# The list continues.
no.	Molecule	K-562	MDA-MB-231	T-47D	HS 578T	MCF7	SR	MDA-MB-468	BT-549
41	O=S(=O)(N=C1C=CC(=NS(=O)(=O)c2ccccc2)C=C1)c1ccccc1	99.8	79.8	120.5	98.8	95.6	106.7	112.0	nt
42	COc1ccc(-c2nc3cc(C)ccc3n2CC(=O)N=Nc2c(O)[nH]c3ccccc23)cc1	4.4*	-54.2*	28.9	4.3*	20.0	1.0*	-0.6*	-63.2*
43	Cc1[nH]c(C(=O)Nc2ccc(C(=O)NCCN)cc2OC2CCNCC2)c(Cl)c1Cl	102.0	99.2	106.1	83.7	96.0	96.7	84.9	93.9
44	CCCCCCCCCCCCCCCCCCNC(=O)[C@H]1CSC(c2ccc(OC)cc2O)N1 (some centres not stated)	25.7	38.1	60.0	55.0	23.7	9.4*	115.3	27.4
45	CCCCCN1C=C/C(=C\C(=O)N(Cc2ccccc2)c2ccc(OC)cc2)c2ccccc21	45.7	82.0	64.4	93.9	72.3	64.1	31.6	100.3
46	c1cc2ccc3cc2cc1CNCCOCCNCc1ccc2ccc(cc2c1)CNCCOCCNC3	6.8*	-53.8*	-23.8*	-17.6*	-17.1*	10.1	-68.0*	99.6
47	COc1ccc(-c2c(NC(=O)Nc3ccc(OC(F)(F)F)cc3)cnn2-c2ccc(S(N)(=O)=O)cc2)cc1	20.8	89.1	63.1	76.3	58.4	57.8	78.1	90.3
48	O=C(Oc1cccc2ccccc12)Oc1cccc2ccccc12	102.5	94.2	95.1	105.7	106.9	nt	117.5	98.9
49	Nc1nc(Nc2ccc(F)cc2)c2c(n1)-c1ccoc1CC2	95.7	102.3	81.6	113.9	75.7	91.6	97.5	85.3
50	CC1=CC(C)(C)NC(=S)N1c1ccc(C)cc1S(=O)(=O)O	83.0	91.7	108.9	111.2	107.8	nt	111.5	112.4
51	COc1ccc2[nH]c(O)c(N=NC(=O)c3oc4ccccc4c3CN3CCN(c4ccccc4)CC3)c2c1	120.7	99.8	105.7	98.6	102.5	128.5	100.0	108.7
52	O=C1C(c2ccccc2)=C(c2ccccc2)c2ccccc21	53.4&96.9	99.3&98.5	75.6&91.4	105.2&110.0	99.5&78.8	115.4&102.5	86.8&107.8	123.4&95.4
53	CC1=C(C(=O)Nc2ccc(C)cc2)C(c2ccc(F)cc2)C2=C(CC(C)(C)CC2=O)N1 (configuration not stated)	82.8	79.1	76.1	88.0	88.4	nt	94.0	87.9
54	C=CCOc1ccc(Br)cc1CC(=C)C	125.7	120.8	107.2	103.2	113.9	126.3	113.9	117.6
55	Cn1cc(-c2ccc3occ(-c4cccc(-c5ccncc5)c4)c3n2)cn1	8.5*	35.4	-6.4*	-10.7*	6.5*	3.9*	4.1*	10.9
56	O=C(O)c1cc(-c2cccc3ccccc23)nc2ccccc12	102.4	97.5	101.2	109.2	98.3	104.8	105.3	114.6
57	COC(=O)C1([N+](=O)[O-])CC(c2ccc3ccccc3c2)ON(c2ccccc2)C1c1ccccc1 (configuration not stated)	75.3	78.9	50.4	95.1	77.0	76.6	74.4	102.6
58	COc1nc2c(c(=O)[nH]1)C(c1cc3ccccc3[nH]c1=O)C1=C(CC(C)(C)CC1=O)N2 (configuration not stated)	95.3	110.7	82.5	109.0	98.6	94.7	97.3	98.5
59	O=C1/C(=C/c2ccc(OCc3ccc(F)cc3)cc2)Oc2cc(O)ccc21	36.7	69.0	40.7	65.5	55.6	nt	41.7	83.5
60	CC(C)(Cl)C1CCC(CC(Cl)(Cl)Cl)CC1 (configuration not stated)	99.0	112.4	86.6	107.6	102.1	98.1	99.1	108.9
61	COc1cc2c(c(OC)c1OC)CCC(c1cccc(NC(=O)c3ccc(C#N)cc3)c1)O2 (configuration not stated)	46.5	80.8	25.3	102.4	74.6	46.2	44.4	65.4
62	NC(=S)N/N=C/c1ccccc1	112.9	99.8	101.4	111.3	95.5	107.9	98.5	125.1
63	CC(=O)Nc1ccc(-c2cc3c(NCc4ccc(Cl)cc4)ncnc3s2)cc1	51.0	75.5	37.4	84.6	70.9	66.6	68.9	83.5
64	CS/C(N)=N\S(=O)(=O)c1ccc(NC(C)=O)cc1	93.7	100.8	101.9	103.4	109.0	84.9	112.5	nt
65	Clc1ccc(CN=Nc2ccccc2)cc1	25.1	51.7	74.0	93.9	67.1	91.8	86.6	89.9
66	COc1ccc(/C=C2\N=C(c3ccccc3)N(C(=O)c3ccc(O)cc3)NC2=O)cc1	99.5	83.6	96.1	102.6	102.3	75.1	107.3	99.9
67	COc1cc(-c2cncn2-c2ccc(-c3nc4cc(OC)c(OC)c(OC)c4s3)cc2)ccc1F	62.1	98.4	86.7	131.0	83.6	67.1	75.8	84.4
68	CCCC(=O)OC/C=C/c1ccccc1	110.3	95.9	104.0	111.1	101.7	112.5	98.6	102.4
69	CC1CCc2c(sc3nc(/C(C#N)=C/c4cn(-c5ccccc5)nc4-c4ccc5c(c4)OCCO5)[nH]c(=O)c23)C1 (configuration not stated)	43.0	71.2	70.5	48.1	71.8	64.1	63.0	27.5
70	NC(=O)SCC(=O)Nc1ccc(-c2ccc(NC(=O)CSC(N)=O)cc2)cc1	96.3	103.2	67.9	109.6	85.6	97.0	110.7	nt
71	CCOC(=O)c1ccc(NC(=O)Nc2cccc(O)c2)cc1	108.5	113.8	108.3	110.4	105.2	105.3	76.8	104.7
72	CCCCCCCCCCSC(=NCC)NCC	64.9	87.4	85.1	101.2	83.2	54.3	89.4	95.8

# Compound activity deposited in PubChem BioAssay by NCI.
